# Assay outcomes deposited in PubChem BioAssay by Sanford-Burnham Center for Chemical Genomics.
# APOBEC3G inh – blocks human APOBEC3G single-stranded DNA deamination | Q9HC16 | recombinant A3G, ssDNA deamination FAM/TAMRA fluorescence | inhibition, % at 20 µM | actives 0.28% (n = 330,000) | AID 493012;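 active = inhibition of at least 40% at 20 µM, with no more than 30% in the related APOBEC3A deaminase screen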;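 also: plate controls were DMSO wells with A3G for no effect and wells lacking A3G enzyme for full effect; some compounds called inactive have numbers as strong as hits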
# mIAP act – increases mouse intestinal alkaline phosphatase activity. AID 2805. activation factor at 10 µM. actives 0.24% (n = 330,000). muIAP, CDP-Star luminescence, 30 min; hits give high values; 1 = vehicle-only enzyme signal, 0 = enzyme-free wells;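 active = activation factor of at least 2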; also: the source names both 10 and 20 µM as test concentration; values of inactives mirror those of a sister screen read the other way
#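 also added = chemiluminescent substrate CDP-Star | test system = mouse IAP enzyme | signal = chemiluminescence readout | compound = DMSO-dissolved test compounds | incubation = 30 min at room temperature | benchmarks = DMSO wells, no-enzyme wells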
# NLRP3 yeast inh – blocks the NALP3 inflammasome reconstituted in yeast; Yeast reconstituted NLRP3/ASC/caspase-1, beta-gal luminescence, 24 h; inhibition, % at 10 µM; AID 2825; actives 0.39% (n = 330,000);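 active = inhibition of 50% or more; inactive = inhibition below 50%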;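 also: plate controls were induced DMSO wells for no effect and uninduced yeast grown without galactose for full effect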
# hIAP act – increases human intestinal alkaline phosphatase activity | P09923 | purified human IAP, CDP-Star luminescence, 30 min; hits give high values; 1 = vehicle-only enzyme, 0 = enzyme-free background | activation factor at 10 µM | actives 0.16% (n = 330,000) | AID 2524;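 active = activation factor of the enzyme at least 2-fold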; also: the source names both 10 and 20 µM as test concentration; values of inactives mirror those of a sister screen read the other way
# Target sequence (P09923 whole entry, looked up): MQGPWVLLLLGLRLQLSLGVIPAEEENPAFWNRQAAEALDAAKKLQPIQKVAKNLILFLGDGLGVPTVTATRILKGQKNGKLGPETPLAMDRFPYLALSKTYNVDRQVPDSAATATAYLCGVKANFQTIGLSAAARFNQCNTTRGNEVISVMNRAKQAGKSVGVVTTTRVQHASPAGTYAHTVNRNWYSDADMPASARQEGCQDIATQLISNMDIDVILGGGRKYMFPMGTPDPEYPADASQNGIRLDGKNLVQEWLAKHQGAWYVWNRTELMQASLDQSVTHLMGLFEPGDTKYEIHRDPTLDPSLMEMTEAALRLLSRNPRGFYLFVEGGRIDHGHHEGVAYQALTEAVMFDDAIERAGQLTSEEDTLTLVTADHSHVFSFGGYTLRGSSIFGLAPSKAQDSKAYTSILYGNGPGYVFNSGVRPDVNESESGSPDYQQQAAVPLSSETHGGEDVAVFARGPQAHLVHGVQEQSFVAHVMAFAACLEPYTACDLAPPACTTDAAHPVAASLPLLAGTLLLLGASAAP
# A3A deaminase – human APOBEC3A DNA deaminase inhibition. P31941. recombinant A3A, FAM/TAMRA ssDNA deamination fluorescence. inhibition, % at 20 µM. actives 0.41% (n = 330,000). AID 493011;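 active = at least 40% inhibition at 20 µM here, with at most 30% in a related deaminase screen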;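 also: plate controls were A3A with DMSO for no effect and wells lacking A3A enzyme for full effect; some results filed as inactive read as strong as hits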
# Target sequence (P31941 whole entry, looked up): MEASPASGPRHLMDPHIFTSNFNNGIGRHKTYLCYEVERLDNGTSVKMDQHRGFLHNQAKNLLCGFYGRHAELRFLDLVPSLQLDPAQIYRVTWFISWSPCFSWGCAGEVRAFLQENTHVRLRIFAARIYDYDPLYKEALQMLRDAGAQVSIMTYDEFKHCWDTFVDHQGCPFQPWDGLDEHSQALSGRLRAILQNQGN
# SENP1 inh – blocks the human SENP1 SUMO protease catalytic domain. Q9P0U3. AID 624204. actives 0.21% (n = 360,000). inhibition, % at 10 µM. recombinant SENP1 catalytic domain, CyPet-SUMO1-YPet FRET cleavage;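 active = inhibition at least 30% at 10 µM, raw YFP signal under a set limit, fluorescence ratio 0.5 to 1.5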;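 also: 0% = enzyme with DMSO and 100% = no enzyme wells; some results filed as inactive read as strong as hits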
# Target sequence (Q9P0U3 419-644 limits assumed): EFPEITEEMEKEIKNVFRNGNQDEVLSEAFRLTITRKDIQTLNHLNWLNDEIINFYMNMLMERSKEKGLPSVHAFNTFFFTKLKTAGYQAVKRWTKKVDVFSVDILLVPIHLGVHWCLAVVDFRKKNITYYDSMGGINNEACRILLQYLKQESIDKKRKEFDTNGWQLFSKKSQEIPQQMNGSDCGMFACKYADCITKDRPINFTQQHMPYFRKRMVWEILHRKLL
#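 System: Recombinant human SENP1 catalytic domain, His6-tagged | Incubation: Enzyme reaction for 50 min at room temperature, dark | Medium: Tris pH 8 with BME, BSA, NP40 and catalase | Also added: 25 nM SUMO1 FRET substrate | Compound: 10 µM single point, 0.5% DMSO | Measured by: FRET fluorescence in CFP and YFP emission channels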
# hIAP inh – blocks human intestinal alkaline phosphatase; P09923; actives 0.12% (n = 330,000); purified IAP, CDP-Star luminescence, 30 min; AID 2544; inhibition, % at 10 µM;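 active = inhibition reaching a set limit with compound at 10 µM in the primary screen, cut at about 35% in these data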;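 also: plate controls were DMSO wells with enzyme for no effect and no-enzyme buffer wells for full effect; values of inactives mirror those of a sister screen read the other way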
# mIAP inh – mouse IAP inhibition; purified mouse IAP, CDP-Star luminescence, 30 min; inhibition, % at 10 µM; actives 0.2% (n = 330,000);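 active = inhibition of at least 40% at 10 µM in the primary screen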;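 also: plate controls were DMSO with enzyme for no effect and no enzyme wells for full effect; values of inactives mirror those of a sister screen read the other way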
# MIN6 prolif – MIN6 beta-cell proliferation induction; MIN6 cells proliferation, ATPlite luminescence, 48 h; cells starved in 0.2% serum; 100% = growth in 10% serum; proliferation, % at 10 µM; actives 0.29% (n = 330,000); AID 2380;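 active = compounds whose signal lies at least 3.5 SD above the mean of all wells on their plate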;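 also: 0% = DMSO-treated cells in low-serum medium and 100% = 10% serum control; some compounds called inactive have numbers as strong as hits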
# * marks the source's active call; other numbers are inactive results.
SMILES,APOBEC3G inh,mIAP act,NLRP3 yeast inh,hIAP act,A3A deaminase,SENP1 inh,hIAP inh,mIAP inh,MIN6 prolif
O=C1/C(=C/c2cccc(Br)c2)SC(=S)N1/N=C/c1cc([N+](=O)[O-])ccc1O,-9,0.71,31,0.94,-2,5,6,29,-5
COc1ccc(NC(=O)C(C)N2C(=O)c3ccccc3C2=O)cc1S(=O)(=O)N1CCOCC1 (stereo not given),-4,1,0,0.87,0,0,13,0,4
O=C(c1c(F)cccc1F)N(Cc1ccccn1)C1CC1,-1,0.96,-2,0.9,1,2,10,4,-2
Cc1cc(N(C)C)cc(C)[n+]1[O-],-3,0.94,-4,0.97,-2,2,3,6,-3
CC(=O)Nc1cc(NC(=O)CCCC(=O)O)ccc1Cl,-4,0.99,6,0.96,0,1,4,1,-2
O=C(O)C1CCCCC1C(=O)Nc1cc(C(F)(F)F)ccc1Cl (stereo not given),-3,0.97,16,0.9,6,3,10,3,0
CN1CCN(S(=O)(=O)c2ccc(NC(=O)c3ccccc3Cl)cc2)CC1,-5,1,10,1.2,-2,0,-21,-5,0
COc1ccc(C(=O)N2CCNC(=O)C2CC(=O)Nc2ccc(C)cc2)cc1 (stereo not given),-3,0.98,11,0.92,2,0,8,2,-1
CC(C)CCOc1cccc(OCC(=O)N(C)C2CCS(=O)(=O)C2)c1 (stereo not given),-4,1.1,-1,0.82,-3,1,18,-9,1
O=C(O)C1CCCCC1C(=O)NCCc1c[nH]c2ccccc12 (stereo not given),-1,0.91,7,0.87,-4,0,13,9,-3
CNC(=O)c1cc(S(=O)(=O)N(C)C)ccc1Cl,3,0.93,13,1,10,-1,0,7,-1
Cc1ccc2c(c1)N1C(=O)c3ccccc3C1C1=C(CC(C)(C)CC1=O)N2 (stereo not given),-7,1,13,1.1,-5,-2,-9,-4,0
O=C(Nc1cccc2cccnc12)c1ccc(Br)cc1Br,-7,1,21,1.8,-8,0,-78,0,-2
CC(=O)C[C@H](O)CC(=O)[C@@H]1OC(=O)[C@@H](C)C/C=C\Cc2ccccc21,-2,0.9,22,0.93,-1,-2,7,10,-1
O=c1cc(-c2ccccc2)nc2nc(CCc3ccccc3)[nH]n12,-4,0.95,1,0.94,-5,2,6,5,0
COc1ccc(C(=O)NCC(C)NC(=O)c2ccc(OC)cc2)cc1 (stereo not given),-10,0.98,-7,0.97,-2,-1,2,2,-2
CCOC(=O)c1c(O)c2ccccc2n(C)c1=O,-8,1.1,18,0.99,-3,-1,1,-10,3
O=C(COC(=O)c1ccccc1F)Nc1ccc(S(=O)(=O)N2CCOCC2)cc1,2,1.1,3,0.78,1,0,22,-10,-3
O=C1NC2(CCCCO2)CO1 (stereo not given),-5,1.1,-18,1.1,-2,-1,-8,-6,-1
COc1cccc(CN2CC(C(=O)NCCCn3cccn3)CCC2=O)c1 (stereo not given),12,1.1,14,1,2,0,-3,-13,-2
Cc1ccc(S(=O)(=O)N/N=c2\sc3ccccc3n2C)cc1,-2,1,-3,1.1,-1,-2,-7,0,1
Cc1c(C(=O)N2CCCc3ccccc32)oc2ccccc12,-7,1,51*,1,-1,2,-4,0,-2
CC1CCCCC1NS(=O)(=O)c1ccc2c(c1)CC(=O)N2C (stereo not given),-6,1,15,1.2,-3,2,-21,0,-5
COc1ccc(C(=O)Nc2cnc3ccccn3c2=O)cc1,-7,1.1,-9,1.1,-5,0,-8,-12,1
O=S(=O)(c1cnc(Cl)c(Cl)c1)N1CCc2ccccc21,-3,1.1,14,0.93,-4,3,7,-5,-6
O=C(NCc1ccccn1)c1cc2c(ccc3ccccc32)oc1=O,-3,1,0,1.1,-1,-178,-8,-2,1
CCn1c(CC(=O)Nc2ccccc2C)nnc1SCC(=O)NC1=NCCS1,4,0.9,8,1.1,-2,-1,-7,10,-7
NC(=O)CC(NC(=O)c1ccc(Br)cc1)c1ccc(NC2CCCCC2)c([N+](=O)[O-])c1 (stereo not given),-5,0.89,4,0.91,-3,10,9,11,-5
Cc1occc1C(=O)NN1C(=O)C2C3CCC(O3)C2C1=O (stereo not given),-8,1.1,7,0.94,-5,1,6,-6,-2
N#C/C(=C\c1cn[nH]c1-c1ccccc1)C(=O)NC1CCCCCC1,2,1,6,1.3,9,0,-28,-1,1
CC(=O)c1sc2nc(-c3ccc(C)cc3)c3c(c2c1N)CCCC3,-10,1.2,1,0.95,-2,-29,5,-24,-5
COc1cc(C(=O)NCc2cc(C)nc3ccccc23)cc(OC)c1OC,-4,0.99,10,0.93,-3,-2,7,1,2
O=C(Nc1ccc(O)c(-c2nc3ccccc3s2)c1)c1cccs1,-6,1,6,1.1,-1,-12,-15,0,-3
CC(=O)Nc1ccc(S(=O)(=O)N2CCN=C2SCc2cccc(C)c2)cc1,-3,0.94,13,0.96,2,2,4,6,-2
COc1cc(C(=O)NCC(=O)OCC(=O)N2CCc3ccccc32)cc(OC)c1OC,-8,1,-4,1.2,3,-2,-19,-2,-2
CC12CN3CC(C)(CN(C1)C3c1c[nH]c3ccccc13)C2=O (stereo not given),-6,0.95,19,1,-1,4,-4,5,-2
CCCCC(=O)Nc1c(-c2ccc(OC)c(OC)c2)c(=O)c2ccccc2n1C,0,1,7,0.97,0,1,3,-4,-1
COC(=O)C1=C(C)NC(C)=C(C(=O)OC)C1C(=O)OCC(=O)c1ccc(Br)cc1,-2,1,23,0.98,-2,-3,2,-2,0
Clc1ccc(-c2ccc(C=Nc3ccc(N4CCOCC4)cc3)o2)cc1,-1,0.96,7,0.91,-2,-68,9,3,-3
CCN(CCNS(=O)(=O)c1ccc2c(c1)oc(=O)n2C)c1ccccc1,3,1,7,1.1,5,0,-12,-4,4
O=C(CCN1CCOCC1)NNC(=O)Nc1cccc(Cl)c1,-5,1.1,20,1,4,2,0,-6,0
O=C(Oc1ccccc1)c1ccc(-n2cnnn2)cc1,-4,0.95,34,0.87,-1,1,13,5,-1
CCn1c(C)nnc1SCC(=O)NC1CCCC1,-3,0.93,15,1,0,1,-4,7,0
Cc1cc(NC(=O)CCC(=O)N(CCC(C)C)CC(=O)NCC2CCCO2)no1 (stereo not given),2,0.83,12,0.96,5,4,4,17,1
CCc1nc(SCC(=O)N2CCc3cc(OC)c(OC)cc3C2)c(C#N)cc1C,-8,1,7,1.1,-5,-12,-11,-3,7
CCOc1ccccc1-c1n[nH]c(=S)o1,-4,1,-4,0.93,-7,2,7,-2,-2
Cc1ccc(C(=O)N2CCN(S(=O)(=O)N3CCOCC3)CC2)cc1,-1,1,11,1,3,0,-2,-2,-5
Cc1ccc2c(c1C)OC(=O)CC2(C)C,-3,1,1,1.2,-1,1,-16,-5,-1
CCN(CC)C(=O)CN(c1cccc([N+](=O)[O-])c1)S(=O)(=O)c1ccccc1,-2,1.1,3,1,-2,0,0,-6,3
COc1ccccc1OCC(=O)NCCCn1ccnc1,-4,0.99,17,1,1,-3,-3,1,0
COc1ccc2nc(N3CCCC(C(=O)NCCCN4CCN(C)CC4)C3)sc2c1 (stereo not given),-1,0.96,-8,0.98,0,1,2,4,-4
N#Cc1c(Cn2cncn2)nc(=O)n(-c2ccccc2)c1N,-5,0.98,11,1,-3,0,-2,2,-2
C=CCn1c(SCc2ccc(OC)cc2)nnc1-c1cccnc1,-7,0.96,-1,0.86,0,0,14,4,2
CC(=O)Nc1ccc(NC(=O)C(C)OC(=O)C(C)SCC(=O)Nc2ccc(C)cc2)cc1 (stereo not given),14,1,2,1.3,-1,1,-28,-1,-8
CC(/C=N/NC(=O)c1ccc(CN2c3cccc4cccc(c34)S2(=O)=O)cc1)c1ccccc1 (stereo not given),-1,0.89,12,1.1,1,-5,-7,11,-2
CCCc1cc(=O)[nH]c(SCC(=O)Nc2cc3c(cc2C(C)=O)OCO3)n1,-5,1,-1,1,-5,-2,-3,0,-3
O=C(CSc1nnc(SCc2ccccc2)s1)NNC(=S)Nc1ccccc1,3,1,14,1.8,1,1,-81,-2,-2
CCCCCNC(=O)C(C#N)c1nc2ccccc2nc1N1CCCC1 (stereo not given),-3,0.94,2,1.1,2,11,-6,6,-4
COc1cc(C(=O)N/C(=C\c2cn(C)c3ccccc23)C(=O)NCCCn2ccnc2)cc(OC)c1OC,-1,0.97,12,0.87,-3,1,13,3,-3
CN1CCN(c2ccc(CNS(=O)(=O)c3ccc(F)cc3Cl)cc2)CC1,-2,1.1,6,1.1,1,2,-7,-7,4

# Among those listed so far, these contain bromine.
SMILES,APOBEC3G inh,mIAP act,NLRP3 yeast inh,hIAP act,A3A deaminase,SENP1 inh,hIAP inh,mIAP inh,MIN6 prolif
O=C1/C(=C/c2cccc(Br)c2)SC(=S)N1/N=C/c1cc([N+](=O)[O-])ccc1O,-9,0.71,31,0.94,-2,5,6,29,-5
O=C(Nc1cccc2cccnc12)c1ccc(Br)cc1Br,-7,1,21,1.8,-8,0,-78,0,-2
NC(=O)CC(NC(=O)c1ccc(Br)cc1)c1ccc(NC2CCCCC2)c([N+](=O)[O-])c1 (stereo not given),-5,0.89,4,0.91,-3,10,9,11,-5
COC(=O)C1=C(C)NC(C)=C(C(=O)OC)C1C(=O)OCC(=O)c1ccc(Br)cc1,-2,1,23,0.98,-2,-3,2,-2,0

# Additional records:
SMILES,APOBEC3G inh,mIAP act,NLRP3 yeast inh,hIAP act,A3A deaminase,SENP1 inh,hIAP inh,mIAP inh,MIN6 prolif
Cc1cc(C(=O)N2CCN(C(=O)c3ccco3)CC2)ccc1[N+](=O)[O-],3,1,6,0.96,-1,2,4,0,-1
Cc1nn(CC(=O)NCCc2ccc(Cl)cc2)c(C)c1[N+](=O)[O-],6,0.95,11,1,4,1,-3,5,1
NC1=NC[C@H](c2ccccc2)N1CCc1cccc(F)c1,11,1.1,12,0.97,1,-1,2,-6,3
CC1(C)C(c2ccccn2)=[N+]([O-])C(C)(C)N1O,-10,1.1,6,1,-3,-2,0,-8,-3
C=CCN1C(c2cccc(C(F)(F)F)c2)=CS/C1=C(/C#N)c1nnc(N2CCOCC2)n1-c1ccccc1,1,0.87,20,1.1,3,0,-10,13,0
CN(C)C(=O)c1cnc(-c2ccccc2)nc1-c1ccccc1,-5,0.96,8,1.1,-1,1,-5,4,-1
CCn1c2ccccc2c2cc(/C=N/NC(=O)c3ccccc3)ccc21,-4,1.2,18,0.98,-2,-1,2,-18,-4
COc1ccc(C(=O)N2CCN(CCc3ccccc3)CC2)cc1[N+](=O)[O-],-9,0.94,3,1.2,-4,2,-18,6,2
C(=N\N=C\c1ccncc1)/c1ccncc1,-6,1.1,-7,1,-4,2,-3,-12,-4
COc1cccc(/C=N/Nc2ccc(Cl)nn2)c1,3,1,16,1,-4,2,-3,0,-4
NC(CO)c1cn([C@@H](CCC(=O)O)C(=O)N2CCNCC2)nn1 (stereo not given in full),-7,1,4,0.69,-2,1,31,0,1
COc1ccc(C(=O)NNC(=O)CNC(=O)C2CCCCC2)cc1,-1,1,12,0.97,6,1,3,0,3
CCCNC(=O)c1cc(S(=O)(=O)N2CCCCC2)c[nH]1,-4,1,13,1,1,2,-3,-1,2

# An excerpt, so the mix of outcomes need not match the whole.
